Integrin act MD = activates integrin-mediated alleviation for muscular dystrophy. alpha7betagal myoblasts, beta-gal FDG fluorescence, 48 h. Potency, µM (titrated, usually from 38.3 µM), inactives show top-dose activation, hits mostly activators. 350,000 tested, 0.064% active;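 also: 100% = response of the positive control SU9516; nearly all actives have a fitted effect of over 60% in size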
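Alpha7betagal+/- myoblasts (passage 13) were plated 16-24 hr, then exposed to compounds (1:260 dilution of DMSO stock) for 48 hours at 37C. After MPER lysis, β-galactosidase reporter activity was read as FDG fluorescence (ex 480/em 540) after 30 minutes.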
BRCA1 expr act = activators of BRCA1 expression; MCF7-BRCA1-FFLuc reporter, luminescence, 48 h; response scale: scaled: vehicle 0%, 10 µM genistein 100%; Potency, µM (highest dose often 46.1 µM), for the others: at the top dose activation, actives largely listed as activators; 380,000 tested, 1.1% active; also: nearly all actives have a fitted effect of over 80% in size; some results filed as inactive show a strong effect at the top dose
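Luminescence from a BRCA1-driven firefly luciferase in MCF7 cells was read after 48 h compound exposure at 37 C. Data normalized against DMSO and a 10microM genistein activation control, then curve-fitted across the titration.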
Numbers without * were called inactive; [ ] = remark or other dose. Calls follow the shape of the dose curve; as a rule, active = well fitted activation curve with a large enough effect; inconclusive = small, poorly fitted or top-dose-only effect; inactive = no such curve, though single readings can be large or run the other way. Potency is read from the fitted curve at half-maximal effect.

SMILES | Integrin act MD | BRCA1 expr act
COc1ccc(CCNC(=O)CNC(=O)N2CC(=O)Nc3ccccc32)cc1 | 10% | 3%
O=c1c2ccccc2c2ccccc2c(=O)n1Nc1ccccc1 | -20% | 33%
O=C(COC(=O)CCS(=O)(=O)c1ccccc1)NNC(=O)c1ccc([N+](=O)[O-])cc1 | 7% | -19%
Cc1noc(C)c1CCC(=O)Nc1cc(Cl)ccc1C(=O)O | 10% | -3%
COCOCCn1cc(CN2CCS(=O)(=O)N(Cc3ccc(-c4ccc(Cl)cc4)cc3)C(CC(C)C)C2=O)nn1 (configuration not stated) | 8% | -44%
O=C(Nc1ccc(S(=O)(=O)Nc2ncccn2)cc1)c1ccc(Br)cc1 | -10% | 10%
Cn1c(SCC(=O)NC2CCCCC2)nnc1C(F)(F)F | 18% | 1%
CSc1ncnc2c1ncn2CCCNCc1cccc2ccccc12 | -18% | 13%
CCCCN1C[C@H](c2ccc(OC)cc2)[C@@H](CC(=O)Nc2ccc(OC)cc2)C1=O | 9% | 2%
COc1ccc(-c2csc(NC(=O)c3c(C)noc3C)n2)cc1OC | 5% | -18%
CCCn1c(SC(C)C(=O)NC2CCCC(C)C2C)n[nH]c1=O (configuration not stated) | -1% | 0%
C=CCn1c(=O)c(C(=O)Nc2ncccc2C)c(O)c2ccccc21 | 27% | -42%
O=C(COC(=O)c1ccccc1Cl)NCc1cccs1 | 9% | -12%
Nc1nc(N)c2cc(CNc3ccc(Cl)c(Cl)c3)ccc2n1 | -62%[inhibitor] | -74%
Cc1ccc(S(=O)(=O)NN=C2CC3CC2C2CCCC32)cc1 (configuration not stated) | -1% | 1%
CCCCCCNC(=O)O[C@@]12CN(S(=O)(=O)c3ccc(C)cc3)C[C@]1(O)Cn1c(=O)n(CCCCCC)c(=O)n1C2 | -48%[inhibitor] | -74%
COc1cccc(CSC(C(=O)O)c2ccccc2)c1 (configuration not stated) | 4% | 4%
COC(=O)[C@H]1C[C@@]2(O)CN(S(=O)(=O)c3ccc(C)cc3)C[C@@]2(OC(=O)NCc2ccc(OC)c(OC)c2)C[C@H]1C(=O)OC | 3% | 3%
CCCCCCNC(=O)O[C@H]1Cn2c(=O)ccc(=O)n2[C@@H]2CN(S(=O)(=O)c3ccc(C)cc3)C[C@]12O | -64%[inhibitor] | -82%
COc1ccc(NC(=O)C[C@H]2C(=O)N(Cc3ccccc3)C[C@@H]2Cc2ccccc2)cc1 | 19% | -13%

Reformatted: entries from further up.
| SMILES | Integrin act MD | BRCA1 expr act |
| --- | --- | --- |
| O=c1c2ccccc2c2ccccc2c(=O)n1Nc1ccccc1 | -20% | 33% |
| O=C(COC(=O)CCS(=O)(=O)c1ccccc1)NNC(=O)c1ccc([N+](=O)[O-])cc1 | 7% | -19% |
| Cc1noc(C)c1CCC(=O)Nc1cc(Cl)ccc1C(=O)O | 10% | -3% |
| COCOCCn1cc(CN2CCS(=O)(=O)N(Cc3ccc(-c4ccc(Cl)cc4)cc3)C(CC(C)C)C2=O)nn1 (configuration not stated) | 8% | -44% |
| O=C(Nc1ccc(S(=O)(=O)Nc2ncccn2)cc1)c1ccc(Br)cc1 | -10% | 10% |
| Cn1c(SCC(=O)NC2CCCCC2)nnc1C(F)(F)F | 18% | 1% |
| CSc1ncnc2c1ncn2CCCNCc1cccc2ccccc12 | -18% | 13% |
| CCCCN1C[C@H](c2ccc(OC)cc2)[C@@H](CC(=O)Nc2ccc(OC)cc2)C1=O | 9% | 2% |
| COc1ccc(-c2csc(NC(=O)c3c(C)noc3C)n2)cc1OC | 5% | -18% |
| CCCn1c(SC(C)C(=O)NC2CCCC(C)C2C)n[nH]c1=O (configuration not stated) | -1% | 0% |
| C=CCn1c(=O)c(C(=O)Nc2ncccc2C)c(O)c2ccccc21 | 27% | -42% |
| O=C(COC(=O)c1ccccc1Cl)NCc1cccs1 | 9% | -12% |
| Nc1nc(N)c2cc(CNc3ccc(Cl)c(Cl)c3)ccc2n1 | -62%[inhibitor] | -74% |

Additional results follow:
SMILES | Integrin act MD | BRCA1 expr act
O=P(O)(Cc1ccccc1)c1ccccc1 | -11% | 0%
CCn1c(=O)c2[nH]c(SC)nc2n(CC)c1=O | -4% | 1%
O=C(CN1CCCc2ccccc21)Nc1cccc(S(=O)(=O)N2CCCC2)c1 | -16% | -33%
Cc1ccccc1C(=O)N(C)[C@H]1C[C@H]2c3[nH]c4ccccc4c3CCN2C(=O)[C@H]1[C@H](C)O | -4% | -4%
COc1ccc(CN(C)C(=O)C2CSC3(C)CCC(=O)N23)c(OC)c1 (configuration not stated) | 8% | 2%
O=C(NCC1CCCO1)c1cccc(S(=O)(=O)Nc2ccccc2Cl)c1 (configuration not stated) | -16% | -13%
FC(F)(F)c1cccc(CC2CN(Cc3ccccc3)Cc3ccccc3N2c2cc(Cl)cc(Cl)c2)c1 (configuration not stated) | 4% | -3%
Cc1cc(=O)c2c(=O)[nH][nH]c2[nH]1 | 4% | 9%
COc1ccc([C@H]2C[C@@H](n3cc(-c4ccc(F)cc4)nn3)[C@H](O)CN2Cc2cccs2)cc1 | -38%[inhibitor] | -33%
Cc1noc(C)c1S(=O)(=O)N(C)C[C@@H]1OCc2cnnn2CCCC(=O)N([C@H](C)CO)C[C@@H]1C | -3% | 7%
CCCC(=O)N(Cc1cc2cc(OC)ccc2[nH]c1=O)c1ccccc1OC | 12% | -7%
O=C(c1ccc(Br)cc1)N1CCN(c2ccccn2)CC1 | 10% | 2%
C[C@@H]1CN([C@H](C)CO)C(=O)CCCn2nncc2CO[C@H]1CN(C)Cc1cccc(O)c1 | -14% | 5%
CCN1CCN(C(=O)c2ccc(CS(=O)(=O)Cc3ccccc3Cl)o2)CC1 | -20% | 13%
COc1ccc(OC)c(-c2nn(-c3ccccc3)cc2C(=O)NC2(C)CCS(=O)(=O)C2)c1 (configuration not stated) | -12% | -11%
Cc1ccc(NC(=O)CN(C)C(=O)c2cccc(S(=O)(=O)N3CCc4ccccc4C3)c2)cc1 | -4% | -4%
CN(C)c1ccc(N=Nc2nccs2)cc1 | 2% | 66%
COc1ccc(S(=O)(=O)N2CCOCC2)cc1C(=O)Nc1cccc(C(=O)NC2CC2)c1 | -8% | 5%
Cc1cc2nc(CN(C)C(=O)C3CCC(=O)N(C4CCCC4)C3)[nH]c2cc1C (configuration not stated) | 15% | -7%
C[C@@H]1CN([C@@H](C)CO)C(=O)CCCn2cc(nn2)CO[C@H]1CN(C)S(=O)(=O)c1ccccc1C#N | 8% | 4%
C[C@H](CO)N1C[C@H](C)[C@H](CN(C)Cc2ccc(C(=O)O)cc2)OCc2ccccc2-c2c(n(C)c3ccccc23)C1=O | -24% | -12%
C[C@H]1CN([C@@H](C)CO)S(=O)(=O)c2ccc(-c3ccncc3)cc2O[C@H]1CN(C)C(=O)c1cccc(F)c1 | -8% | 0%
CC1=C(C(=O)N2CCOCC2)CC(CC(=O)NCC2CCCCC2)C(=O)N1Cc1ccc(F)cc1 (configuration not stated) | -15% | -19%
C[C@@H]1CN([C@H](C)CO)C(=O)CCCn2nncc2CO[C@@H]1CN(C)C(=O)CCC(F)(F)F | 0% | 5%
O=[N+]([O-])c1ccc(CN2CC(N3CCCC3)CS2(=O)=O)cc1 (configuration not stated) | -7% | 0%
C[C@@H]1CN([C@H](C)CO)C(=O)CCCn2nncc2CO[C@H]1CN(C)S(=O)(=O)c1cccs1 | -9% | 5%
Cc1c(Cl)cnc(NC(=O)COC(=O)c2cccc(S(=O)(=O)N3CCOCC3)c2)c1Cl | 10% | 34%
COc1cccc(CN(C)C[C@H]2OCc3cnnn3CCCC(=O)N([C@@H](C)CO)C[C@@H]2C)c1 | -12% | 2%
COc1ccc(S(=O)(=O)N2CCCOC2CNC(=O)C(=O)NCc2ccccc2C)cc1 (configuration not stated) | 2% | 2%
CCc1nnc(NC(=O)Cc2ccc(OC)c(S(=O)(=O)N3CCOCC3)c2)s1 | 16% | -6%
CC1=C(C(=O)N2CCOCC2)CC(CC(=O)NCC2CCCCC2)C(=O)N1CCC1=CCCCC1 (configuration not stated) | 25% | 10%
Cn1c(SCC(=O)NC2CCCCC2)nc2c(c1=O)SCC2 | -17% | 7%
C[C@@H]1CN([C@H](C)CO)C(=O)CCCn2nncc2CO[C@@H]1CN(C)S(=O)(=O)c1ccc(Oc2ccccc2)cc1 | -21% | 19%
Cc1ccc([C@H]2C[C@@H](O)[C@H](n3cc(COC(=O)c4ccccc4)nn3)CN2Cc2cccs2)cc1 | 18% | 2%
C=CCn1c(SCC(=O)NC2CCCC2)nc2ccccc21 | 18% | -35%
CC(C)CCN1CCC[C@]2(N[C@H](c3ccccc3)[C@@H]3C(=O)N(Cc4ccccc4)C(=O)[C@@H]32)C1=O | -5% | -4%
C[C@@H]1CCCCO[C@@H](CN(C)S(=O)(=O)c2ccc(F)cc2)[C@@H](C)CN([C@H](C)CO)C(=O)c2cc(N(C)C)ccc2O1 | -1% | -9%
COc1ccc(CNC(=O)C2CCCN2C(=O)Nc2cccc(Cl)c2)cc1 (configuration not stated) | -8% | -6%
C[C@H]1CCCCO[C@H](CN(C)S(=O)(=O)c2cn(C)cn2)[C@@H](C)CN([C@@H](C)CO)C(=O)c2cc(NS(=O)(=O)c3ccccc3)ccc2O1 | -13% | 8%
O=c1[nH]cc(CCCc2ccccc2)c(=O)[nH]1 | 17% | -1%
C[C@H](CO)N1C[C@H](C)[C@@H](CN(C)S(=O)(=O)c2ccccc2F)OCc2cnnn2CCCC1=O | 10% | 3%
Cc1ncoc1C(=O)NC1CCCc2c1cnn2-c1cc(F)cc(F)c1 (configuration not stated) | -5% | -13%
Cc1ccc(S(=O)(=O)N2CCOCC2)cc1C(=O)OCC(=O)Nc1ccc(Cl)cn1 | -21% | -19%
C[C@@H]1CN([C@@H](C)CO)S(=O)(=O)c2ccc(Br)cc2O[C@@H]1CN(C)C(=O)c1ccccn1 | -9% | 0%
Cc1cc(C(F)(F)F)nc(NNc2nc(C)cc(C(F)(F)F)n2)n1 | 3% | -4%
C#Cc1cccc(C(=O)N(Cc2cccnc2)CC2CCCN(C3CCCCC3)C2)c1 (configuration not stated) | -24% | 0%
C[C@@H]1CN([C@H](C)CO)C(=O)CCCn2nncc2CO[C@H]1CN(C)C(=O)Nc1ccnc(N2CCOCC2)c1 | 26% | 4%
CC(OCC(O)CN1CCN(S(=O)(=O)c2ccc(Cl)cc2)CC1)c1ccc(Cl)cc1 (configuration not stated) | -4% | -54%
CN1CCn2cnc(C(=O)NCc3ccccc3)c2C1=O | 1% | 10%
O=C(CN1C(=O)CSc2ccc(S(=O)(=O)N3CCOCC3)cc21)NCc1c(F)cccc1Cl | 12% | -15%

More entries
SMILES | Integrin act MD | BRCA1 expr act
COCCCN1C(=O)C(CC(=O)NCc2cccs2)CC(C(=O)N2CCOCC2)=C1C (configuration not stated) | 26% | 8%
COCOCCn1cc(CN2CCS(=O)(=O)N(Cc3ccc(-c4ccc(Cl)c(Cl)c4)cc3)C(C)C2=O)nn1 (configuration not stated) | -60%[inhibitor] | -68%
CN(Cc1cc(Cl)cc(Cl)c1)[C@H]1C[C@H]2c3[nH]c4ccccc4c3CCN2C(=O)[C@H]1CO | -29% | -42%
COc1ccc(CN2C(=O)C(CC(=O)NC3CCCC3)CC(C(=O)N(C)C)=C2C)cc1 (configuration not stated) | -1% | 7%
O=C(NCCN1CCOCC1)C(=O)NCC1OCCN1S(=O)(=O)c1ccc(Cl)cc1 (configuration not stated) | -5% | -3%
Cc1ccc(S(=O)(=O)N(C)C[C@H]2OCc3cnnn3CCCC(=O)N([C@@H](C)CO)C[C@H]2C)cc1 | 17% | -12%
CC(=O)Nc1cccc(C(=O)Nc2cc(C(F)(F)F)ccc2-n2cncn2)c1 | 12% | -31%
COC(=O)c1cc(N/C(N)=N/c2nc(C)cc(C)n2)cc(C(=O)OC)c1 | 7% | -48%
FC(F)(F)c1nc2nccnc2[nH]1 | 6% | -13%
CCOc1ccccc1OCC(=O)NC1CCSc2ccccc21 (configuration not stated) | -3% | 17%
CC(C)COC(=O)N(C)C[C@H]1OCc2cnnn2CCCC(=O)N([C@H](C)CO)C[C@@H]1C | 17% | 9%
CCN(CC)S(=O)(=O)c1ccc(N2CCOCC2)c(NC(=O)c2nn(C(C)C)c(=O)c3ccccc23)c1 | 2% | -26%
O=C(C1CCCCC1)N1C[C@@H](O)[C@H](n2cc(-c3ccc(F)cc3)nn2)C[C@@H]1c1ccc(Cl)cc1 | -33% | -61%
CC1C(c2ccccc2)OCCN1C=NC#N (configuration not stated) | 6% | 0%
COc1ccccc1N1CCN(CCC(=O)Nc2cccc(F)c2)CC1 | -7% | -19%
CC(C)COC(=O)N(C)C[C@H]1OCc2cn(nn2)CCCC(=O)N([C@H](C)CO)C[C@@H]1C | 2% | 1%
Cc1ccc2cc(CNC[C@H]3O[C@@H](n4cc(C)c(=O)[nH]c4=O)C[C@@H]3O)c(N3CCOCC3)nc2c1 | 16% | 8%
NS(=O)(=O)c1cccc(NC(=O)CSc2nnc(NC3CC3)s2)c1 | -6% | -7%
CCc1ccc([C@@H]2C[C@H]3[C@@H](CN2S(=O)(=O)c2ccc(C)cc2)C(=O)C[C@@H](c2ccccc2)N3S(=O)(=O)c2ccc(C)cc2)cc1 | -17% | -3%

Compound activity deposited in PubChem BioAssay by National Center for Advancing Translational Sciences (NCATS).

Only part of the results is shown. The share of hits here may be higher or lower than overall.
